LDHA inh: qHTS assay for inhibitors of human lactate dehydrogenase | L-lactate dehydrogenase A chain (Homo sapiens), P00338 | purified LDHA, NADH/diaphorase-resazurin fluorescence; stronger effect = lower value | activity change, % (values are at about 110 or 230 µM) | 480,000 compounds, 0.15% hits | AID 1347041, 2019; in the data active = activity change below about -30%; inconclusive = mostly about -25% to -30%;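 note: plate controls were DMSO wells for no effect and wells without enzyme for full effect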
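Enzyme activity of human lactate dehydrogenase 5 (2 nM; 0.06 mM NADH, 0.2 mM pyruvate, 5 min, RT) is measured via a resazurin/diaphorase fluorescence readout of residual NADH.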
Starred values were filed as active, the others as inactive; ? = inconclusive. The list is partial; the hit share may differ from the screen's.

smiles	LDHA inh
CCN1CCN(C(C(=O)O)c2c[nH]c3ccc(NC(=O)CCC(=O)O)cc23)CC1 (centres undefined)	1.4
C=CCn1c(N2CCN(Cc3ccc(Br)cc3)CC2)nc2c1c(=O)[nH]c(=O)n2C	-7.4
Cc1oc(-c2cccs2)nc1CC(=O)NC(C)C12CC3CC(CC(C3)C1)C2 (centres undefined)	10.6
O=C(Cc1c[nH]c2ccccc12)Nc1ccc2ccccc2c1	-0.4
COc1ccc2[nH]c(C(=O)NCCC(=O)Nc3ccc4c(c3)OCCO4)cc2c1OC	3.1
COC(=O)C1=CN(Cc2ccc(F)cc2)C=C(C(=O)OC)C1c1ccc(O)cc1	2.9
Cc1ccc2nc(-c3ccc4c(c3)OCO4)cc(C(=O)O)c2c1	9.4
c1csc(-c2nc(NC3CCCC3)c3ccccc3n2)c1	11.8
c1cnc(N2CCCCC2)c(CNCC2CNc3ccnn3C2)c1 (centres undefined)	9.8
Cc1c(Cl)cccc1NC(=O)CCc1ncc(-c2ccccc2)o1	-4.2
O=C(NCC12CC3CC(CC(C3)C1)C2)c1ccc(Cl)c([N+](=O)[O-])c1	3.9
NS(=O)(=O)c1ccc(NC(=O)CN(Cc2ccc3c(c2)OCO3)C2CCCC2)cc1	-2.5
COc1ccc(-c2nn(Cc3nc(-c4ccccc4C)no3)c(=O)c3ccccc23)cc1	1.8
CCCSc1n[nH]c2nc3c(c(=O)n12)C(C)(CC)Cc1ccccc1-3 (centres undefined)	?
CC(NC(=S)NCCc1ccccc1)c1ccc(C(C)(C)C)cc1 (centres undefined)	-4.5
CN(CC(=O)Nc1ccc(Cl)c(Cl)c1)Cc1ncc(-c2ccc(F)cc2)o1	1.5
COc1cc(CNC(=O)c2ccc3c(c2)NC(=O)CS3)ccc1OCc1ccccc1	4.5
Nn1c(SCc2ncc(-c3ccccc3)o2)nnc1-c1ccccc1Cl	3.4
CCCCn1c(CCC(=O)Nc2ccccc2C(C)(C)C)nc2c1c(=O)[nH]c(=O)n2CCC	-8.9
Cc1ccc(C(=O)/C=C/N2CCCCC2)cc1	-2.6
O=C(N/N=C/c1ccc(OCCCOc2ccccc2Cl)cc1)c1cccc(Cl)c1	5.1
CC(C)CCn1cnc2c1c(=O)n(CC(=O)NCC1CCCO1)c(=O)n2Cc1ccccc1 (centres undefined)	-1.6
COc1ccc2oc(=O)c(-c3csc(Nc4ccc(C)cc4)n3)cc2c1	-3.5
COC(=O)C1=C(C)N(c2ccc(C)c(C)c2)C(=S)NC1c1ccsc1 (centres undefined)	-24.5
COc1ccc(NC(=O)Cn2c(SCc3cc(C)ccc3C)nc3ccncc32)cc1OC	-9.0
CN(C)CCNc1oc(-c2ccc(S(=O)(=O)N3CCCC3)cc2)nc1C#N	-20.7
CCc1ccc2oc(=O)cc(CN3CCN(CC(=O)N(C)C4CCCCC4)CC3)c2c1	-1.2
Cc1cccc(C)c1OCC(=O)Nc1ccc2oc(C(F)(F)F)nc2c1	11.4
c1csc(CNC2C3CC4CC(C3)CC2C4)c1 (centres undefined)	-0.3
Cc1ccc(-c2c(NC(=O)c3ccc([N+](=O)[O-])cc3)oc3ccccc3c2=O)cc1	6.1
COC(=O)c1cc(OC(=O)CCS(=O)(=O)c2ccc(C)cc2)cc(C(=O)OC)c1	1.0
C/C(=N/Nc1ccc(S(N)(=O)=O)cc1[N+](=O)[O-])c1ccc(C)cc1	0.6
O=C(O)C(c1c[nH]c2ccc(Cl)cc12)N1CCN(c2ncc(Br)cn2)CC1 (centres undefined)	6.4
Cc1cc2nc(-c3cccc(Cl)c3)c(Cc3cccc(Cl)c3)n2c(C)c1Br	-0.1
CC(=O)NCCC(=O)N(C)CC(=O)Nc1ccccc1C(F)(F)F	9.3
CCS(=O)(=O)c1nc(S(=O)(=O)c2ccc(C)cc2)c(NC2CCCC2)s1	0.6
O=C(CCc1cccnc1)NC12CC3CC(CC(C3)C1)C2	6.1
CN(C)c1ccc(NC(=O)CSc2ccc(F)cc2)cc1	12.0
O=C(CN1C(=O)N/C(=C\c2cn(-c3cccc(C(=O)O)c3)cn2)C1=O)Nc1ccccc1Cl	2.1
Cc1ccc2nc(COc3ccc(F)cc3)[nH]c2c1	-1.1
Cc1ccc2nc(C)c(C(=O)/C=C/c3ccccc3C)c(-c3ccccc3)c2c1	-2.5
C/C(=C\C(=O)NCCN1CCOCC1)CCc1ccccc1	9.4
CC(C)C[C@H]1CNC(=O)C(=O)N1C[C@@H]1CCCN1C[C@H](CC(C)C)N1C[C@H](Cc2ccccc2)N(CCc2ccccc2)C(=O)C1=O	-5.9
O=C1CN(c2nc(-c3ccsc3)nc3ccccc23)CCN1	2.9
CCCCNC(=S)Nc1ccc(Cl)cc1Cl	-0.3
C/C(=N\NC(=O)C1CC1c1ccccc1)c1ccc(C2CCCCC2)cc1 (centres undefined)	-23.7
CCn1c(SC(C(=O)N2CCOCC2)c2ccccc2)nnc1-c1ccccc1OC (centres undefined)	-5.0
Cc1nc2ccc3nc(C)sc3c2s1	16.6
CCC(C)Oc1ccc(C2CC(=O)NC3=C2C(=O)CC(C)(C)C3)cc1 (centres undefined)	6.0
N#CCCN(C(=O)CN1CCCC1c1ccc2c(c1)OCCO2)c1ccccc1F (centres undefined)	0.6
CCN(Cc1cc(=O)[nH]c2c(C)cc(C)cc12)C(=O)Nc1cc(C)ccc1OC	15.5
Cc1nc(NC(=O)Cn2ccc(=O)n(C)c2=O)sc1C	-4.0
CCc1noc2ncnc(N3CCCC(C(=O)NCc4ccccc4Cl)C3)c12 (centres undefined)	12.9
Cn1nc(C(=O)OC/C(O)=C(/C#N)c2nc3ccccc3[nH]2)c2ccccc2c1=O	21.7
COc1cc(C(=O)NC2Cc3ccccc3C2)cc(OC)c1OC	-2.2
CC(N)c1cccc(S(N)(=O)=O)c1 (centres undefined)	11.1
Nc1cccc(OCCc2ccccn2)c1	10.6
CNCc1cc(Br)c(OCc2ccccc2)c(OC)c1	7.6
CCN(CC)C(=O)CN(C)c1ncnc2sc3c(c12)CCC(C)C3 (centres undefined)	-1.7
COc1cccc(CSC2=NS(=O)(=O)c3ccccc3N2Cc2ccccc2)c1	-7.3

Additional structures follow:
smiles	LDHA inh
O=C(NCc1ccccc1)c1ccc(-c2ccccc2)s1	?
Cc1oc(-c2ccccc2)nc1C(=O)OCC(=O)NC(=O)NC1CCCCC1	-3.9
Cc1ccc(-c2nc3nc(CNc4ccccc4C)cc(=O)n3[nH]2)cc1	1.8
CCCC12CN3CC(CCC)(CN(C1)C(=O)c1ccccc1C3=O)C2=O	0.6
c1ccc(C2=Nn3c(nnc3-c3cnccn3)SC2)cc1	-1.4
CC(C)CNC(=O)c1cc(-c2ccccc2F)no1	-10.1
Clc1ccc(-c2noc(-c3ccccc3Br)n2)cc1	-2.6
Cc1cc(/C=C/C(=O)c2ccc(O)c(CCCl)c2)cc(C)c1OC(F)F	-3.6
O=C(NCc1cccc(F)c1)c1ccc(CN2C(=O)CSc3ncccc32)cc1	1.4
O=S(=O)(NCc1ccc(Cn2cccn2)cc1)c1ccc(C(F)(F)F)cc1	-8.6
N#Cc1ccnc(N2CCN(C(=O)Nc3ccccc3F)CC2)c1	0.1
Cc1cccc(C(=O)NC2CCCCCC2)n1	-3.0
COc1cc(C2CC(=O)c3c(C)nc(Nc4ccccc4)nc3C2)cc(OC)c1OC (centres undefined)	-3.9
CC1CCN(S(=O)(=O)c2ccc3c(ccn3CCC(=O)NCC3CCCO3)c2)CC1 (centres undefined)	2.5
COc1ccc(NC(=O)CC2C(=O)NCCN2C(=O)CN2CCN(c3ncccn3)CC2)cc1 (centres undefined)	-5.6
Cc1nc2cc(NS(=O)(=O)c3cc(F)cc(F)c3)ccc2o1	-1.9
Cc1cc(Nc2nc3ccccc3nc2NS(=O)(=O)c2ccccc2)ccc1Cl	-6.6
Cc1c(C(=O)Nc2ccc3oc(-c4cccc(F)c4)nc3c2)cccc1[N+](=O)[O-]	-13.5
CCOc1cc2c(cc1CNC(=O)c1ccc(Cl)cc1Cl)OC(C)C2 (centres undefined)	2.5
CCCCN(C(=O)COC(=O)c1n[nH]c2ccccc12)C1CCS(=O)(=O)C1 (centres undefined)	2.6

20 entries already listed, sorted by length of the SMILES, rising.
smiles	LDHA inh
Nc1cccc(OCCc2ccccn2)c1	10.6
CC(N)c1cccc(S(N)(=O)=O)c1 (centres undefined)	11.1
Cc1cccc(C(=O)NC2CCCCCC2)n1	-3.0
CC(C)CNC(=O)c1cc(-c2ccccc2F)no1	-10.1
Clc1ccc(-c2noc(-c3ccccc3Br)n2)cc1	-2.6
c1ccc(C2=Nn3c(nnc3-c3cnccn3)SC2)cc1	-1.4
COc1cc(C(=O)NC2Cc3ccccc3C2)cc(OC)c1OC	-2.2
N#Cc1ccnc(N2CCN(C(=O)Nc3ccccc3F)CC2)c1	0.1
Cc1nc2cc(NS(=O)(=O)c3cc(F)cc(F)c3)ccc2o1	-1.9
CCN(CC)C(=O)CN(C)c1ncnc2sc3c(c12)CCC(C)C3 (centres undefined)	-1.7
CCOc1cc2c(cc1CNC(=O)c1ccc(Cl)cc1Cl)OC(C)C2 (centres undefined)	2.5
CCc1noc2ncnc(N3CCCC(C(=O)NCc4ccccc4Cl)C3)c12 (centres undefined)	12.9
Cc1ccc(-c2nc3nc(CNc4ccccc4C)cc(=O)n3[nH]2)cc1	1.8
Cc1oc(-c2ccccc2)nc1C(=O)OCC(=O)NC(=O)NC1CCCCC1	-3.9
O=S(=O)(NCc1ccc(Cn2cccn2)cc1)c1ccc(C(F)(F)F)cc1	-8.6
COc1cc(C2CC(=O)c3c(C)nc(Nc4ccccc4)nc3C2)cc(OC)c1OC (centres undefined)	-3.9
CC1CCN(S(=O)(=O)c2ccc3c(ccn3CCC(=O)NCC3CCCO3)c2)CC1 (centres undefined)	2.5
CCN(Cc1cc(=O)[nH]c2c(C)cc(C)cc12)C(=O)Nc1cc(C)ccc1OC	15.5
COc1ccc(NC(=O)CC2C(=O)NCCN2C(=O)CN2CCN(c3ncccn3)CC2)cc1 (centres undefined)	-5.6
Cc1c(C(=O)Nc2ccc3oc(-c4cccc(F)c4)nc3c2)cccc1[N+](=O)[O-]	-13.5

Following part
smiles	LDHA inh
CN(CC(=O)Nc1ccc(Cl)c(C(F)(F)F)c1)Cc1cc(F)cc2c1OCOC2	11.1
CC(Sc1ccc2c(c1)OCCCO2)C(=O)c1ccc(F)cc1 (centres undefined)	4.8
N#C/C(=C/c1ccc(F)c(F)c1)C(=O)Nc1ccc(Oc2ccc(NC(=O)/C(C#N)=C\c3ccc(F)c(F)c3)cc2)cc1	-0.8
NC(N)=NCCCN1CCCC1	-0.3
Cc1ccc(-c2nnc(C(C)Sc3nc4ccccc4c(=O)n3CCCO)o2)cc1 (centres undefined)	-0.8
Cc1c(-c2ccccc2)oc2c(C(=O)OCC(=O)Nc3ccc(F)c(F)c3F)cccc2c1=O	-3.9
N#Cc1cccc(NC(=O)NCc2ccncc2)c1	-3.0
COc1cc(C(=O)/C=C/c2ccc(Cl)cc2Cl)ccc1OCC(=O)O	-1.4
CCN(CC)S(=O)(=O)c1ccc(=O)n(Cc2ncc(-c3ccccc3)o2)c1	-5.6
COc1cccc(CNC(=O)[C@@H]2CCCN2C(=O)OC(C)(C)C)c1	-8.9
O=C(CCC(=O)c1ccc2c(c1)OCCO2)OCc1ccc(Cl)cc1Cl	9.4
COc1ccccc1S(=O)(=O)NCc1ccc(C(=O)Nc2ccc(N3CCCCC3)cc2)cc1	-4.6
CC(C)CC(NC(N)=O)C(=O)O (centres undefined)	7.1
Cc1ccc(C(CC#N)C2CCOC(C)(C)C2)cc1 (centres undefined)	5.6
COc1ccc(CCNC(=S)Nc2cccc(F)c2)cc1	6.3
O=C(NCc1ccccc1)[C@@H]1CCCN1C(=O)[C@@H]1CCCN1C(=O)c1ccc(Cl)cc1Cl	-3.8
COc1ccc(SCC(=O)c2ccc(O)cc2O)cc1	-22.0
Cc1ccc(C)c(S(=O)(=O)Nc2ccc(S(=O)(=O)C3CCCC3)cc2)c1	-5.0
COc1cc(NC(=O)CSc2nc3cc(C)[nH]c3c(=O)n2C)cc(OC)c1OC	2.7
O=C(NCCc1ccccn1)C1CC=CCC1 (centres undefined)	8.5

Arranged by SMILES length (low to high): some entries from above.
smiles	LDHA inh
NC(N)=NCCCN1CCCC1	-0.3
COc1ccc(SCC(=O)c2ccc(O)cc2O)cc1	-22.0
Cc1ccc(-c2nnc(C(C)Sc3nc4ccccc4c(=O)n3CCCO)o2)cc1 (centres undefined)	-0.8

More records follow.
smiles	LDHA inh
CC(C)(C)c1ccc(Oc2ccc(NC(=O)CCC(=O)O)cc2)cc1	-7.6
COc1cccc(C2CC(=O)Oc3c2c(=O)[nH]c2ccccc32)c1 (centres undefined)	0.8
CN(CC(=O)NC(=O)NCc1ccccc1)CC(=O)Nc1ccc(Cl)cc1	6.9
Cc1ccc2oc(C(=O)N3CCN(c4cccc(Cl)c4)CC3)cc(=O)c2c1	3.6

Source: PubChem
